Compound activity deposited in PubChem by National Center for Advancing Translational Sciences (NCATS).
Menin MLL FP TR = displaces Texas Red mutant MLL peptide from human menin; O00255; Menin + Texas Red MLL mutant peptide, fluorescence polarization; Potency, µM (series often up to 61.6 µM), for inactives: top-dose FP activity change, negative = inhibition, actives largely listed as inhibitors; 270,000 compounds, 0.23% hits; active means well fitted inhibition curve with a large enough effect in the polarisation, with a control signal flat, not every such curve was filed as active; inconclusive means small, poorly fitted or top-dose-only effect, or effect the other way, or a change in a side signal; inactive means no such curve, though single readings can be large or run the other way; the % refers to the polarisation; further: potency means the concentration at half of the fitted maximal effect; % of control where 0% means no effect; many of its hits are not listed in these tables
Target sequence (O00255 whole entry, looked up): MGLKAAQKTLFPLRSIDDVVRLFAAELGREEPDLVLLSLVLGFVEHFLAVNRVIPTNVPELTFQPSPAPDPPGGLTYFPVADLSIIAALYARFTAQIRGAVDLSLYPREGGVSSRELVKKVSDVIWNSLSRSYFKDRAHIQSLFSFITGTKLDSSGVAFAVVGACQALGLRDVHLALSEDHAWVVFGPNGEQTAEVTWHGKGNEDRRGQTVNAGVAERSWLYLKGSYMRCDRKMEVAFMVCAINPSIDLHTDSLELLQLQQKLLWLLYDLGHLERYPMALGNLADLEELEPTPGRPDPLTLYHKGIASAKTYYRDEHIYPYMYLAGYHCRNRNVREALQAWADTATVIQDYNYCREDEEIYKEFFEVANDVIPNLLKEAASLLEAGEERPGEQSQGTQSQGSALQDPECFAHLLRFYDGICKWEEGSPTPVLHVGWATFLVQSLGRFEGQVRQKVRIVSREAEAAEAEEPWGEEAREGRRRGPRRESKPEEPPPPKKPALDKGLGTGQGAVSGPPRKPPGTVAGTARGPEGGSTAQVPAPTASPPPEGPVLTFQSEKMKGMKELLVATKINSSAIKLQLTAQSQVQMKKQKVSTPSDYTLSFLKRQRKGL
FBPA coupling cs = coupling enzyme interference in Giardia aldolase counter-screen; coupling enzyme system counterscreen, AmpLite Red fluorescence; activity change, negative = inhibition, % at 58.2 µM, hits read low; 290,000 compounds, 0.67% hits; AID 2472; in the data active means activity change below about -30%; further: on the % scale 0 is the no-effect control and ±100 the full control effect
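Activity here indicates interference with the coupling reaction, not aldolase inhibition. Compounds at 57.5 uM final met coupling enzymes for 10 min at RT; substrate and AmpLite Red detection followed, with a 525/598 nm fluorescence read after 20 min.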
Numbers without * were called inactive; ? = inconclusive; & = joins results of further samples; [ ] = remark or other dose. The list is partial (hit frequency here may not be typical).

item	Compound	Menin MLL FP TR	FBPA coupling cs
1	CSCC[C@H](NC(=O)[C@H](CO)NC(=O)[C@H](Cc1ccc(O)cc1)NC(=O)[C@@H](N)CO)C(=O)N[C@@H](CCC(=O)O)C(=O)N[C@@H](Cc1cnc[nH]1)C(=O)N[C@@H](Cc1ccccc1)C(=O)N[C@@H](CCCNC(=N)N)C(=O)N[C@@H](Cc1c[nH]c2ccccc12)C(=O)NCC(=O)N[C@@H](CCCCN)C(=O)N1CCC[C@H]1C(=O)N[C@H](C(=O)NCC(=O)N[C@@H](CCCCN)C(=O)N[C@@H](CCCCN)C(=O)N[C@@H](CCCNC(=N)N)C(=O)N[C@@H](CCCNC(=N)N)C(=O)N1CCC[C@H]1C(=O)N[C@H](C(=O)N[C@@H](CCCCN)C(=O)N[C@H](C(=O)N[C@@H](Cc1ccc(O)cc1)C(=O)N1CCC[C@H]1C(=O)N[C@@H](CC(N)=O)C(=O)NCC(=O)N[C@@H](C)C(=O)N[C@@H](CCC(=O)O)C(=O)N[C@@H](CC(=O)O)C(=O)N[C@@H](CCC(=O)O)C(=O)N[C@@H](CO)C(=O)N[C@@H](C)C(=O)N[C@@H](CCC(=O)O)C(=O)N[C@@H](C)C(=O)N[C@@H](Cc1ccccc1)C(=O)N1CCC[C@H]1C(=O)N[C@@H](CC(C)C)C(=O)N[C@@H](CCC(=O)O)C(=O)N[C@@H](Cc1ccccc1)C(=O)O)C(C)C)C(C)C)C(C)C	-30%	-4
2	CO/N=C\C[C@@H]1C=C[C@H](OC(C)=O)[C@H](COC(C)=O)O1	13%[11.7 µM]	0
3	FC(F)(F)c1ccccc1-c1cc(NCc2cccnc2)ncn1	-3%	-1
4	COc1ccc2[nH]cc(CCNc3cc(-c4ccccc4Cl)ncn3)c2c1	7%	-2
5	COc1ccc(-c2nc3cnc(Nc4ccccc4)nc3n(C[C@H]3CCCO3)c2=O)cc1	?	3
6	Cc1ccccc1-c1nc(Nc2ccncc2)c2ccccc2n1	24%	4
7	COc1ccccc1-c1nccc(NCc2ccccc2)n1	-27%	-1
8	COc1ncc2nc(CCc3ccccc3)c(=O)n(Cc3ccc(F)cc3)c2n1	9%	0
9	CC1=C(/C=C/C(C)=C\C=C\C(C)=C\C(=O)O)C(C)(C)CCC1	9%&9%	9&3
10	COC(=O)C(C(=O)OC)[C@@H](NC(=O)OCc1ccccc1)c1ccccc1	-2%	1
11	COc1ccc(C2=CC3=CC(=O)C(C)(O)C(=O)C3=CO2)cc1 (centres undefined)	2%	1
12	CC[C@H](C)[C@H](NC(=O)[C@H](C)NC(=O)[C@H](Cc1cnc[nH]1)NC(=O)[C@@H]1CCCN1C(=O)CNC(=O)[C@H](CC(C)C)NC(=O)[C@H](CC(C)C)NC(=O)[C@H](Cc1ccc(O)cc1)NC(=O)CNC(=O)[C@H](C)NC(=O)[C@H](CO)NC(=O)[C@H](CC(N)=O)NC(=O)[C@H](CC(C)C)NC(=O)[C@@H](NC(=O)[C@H](Cc1c[nH]c2ccccc12)NC(=O)CN)[C@@H](C)O)C(=O)O	9%	0
13	NCCC(O)(P(=O)(O)O)P(=O)(O)O	2%&-21%	5&2
14	COC(=O)C1=C(C)N(Cc2ccccc2)C2=C(C(C)=O)C(c3ccccc3)[C@@](O)(C(=O)OC)C(=O)N2C1c1ccccc1 (some centres undefined)	1%&-13%[11.7 µM]	2&0
15	NCC1OC(OC2C(N)CC(N)[C@@H](O)[C@@H]2OC2O[C@H](CO)[C@@H](O[C@@H]3OC(CN)C(O)C(O)C3N)C2O)C(N)C(O)C1O (some centres undefined)	8%	5
16	CC(C)C[C@@H](CC(=O)N[C@H](CC(=O)N[C@@H]1CCNC[C@H]1C(=O)N[C@H](CC(=O)N[C@@H](CCC(=O)O)CC(=O)O)Cc1c[nH]c2ccccc12)C(C)C)NC(=O)[C@@H]1CNCC[C@H]1N	-1%	-2
17	COCCn1c(=O)cnc2cnc(N(C)C)nc21	0%	2
18	CC(C)CN1CC[C@@]2(CCCN(C(=O)c3cnccn3)C2)C1	-4%	2
19	c1cncc(-c2cncnc2NCc2cccs2)c1	?	6
20	CCC12C=C(/C=C/c3ccccc3)C(CC)(C1)C(c1ccccc1)CC2=O (centres undefined)	3%[11.7 µM]	1
21	N#Cc1ccc(CN2CC3(CCN(C(=O)c4cnccn4)CC3)C2)cc1	1%	-1
22	COc1ccc(C2OC3C(CO)OC(n4cnc5c(=O)[nH]c(N)nc54)C3O2)cc1 (centres undefined)	-8%	-3
23	O=[N+]([O-])c1ccc(-c2nc(-c3ccc(F)cc3)c(-c3ccncc3)[nH]2)cc1	?	-1
24	COc1ccc(C(=O)Nc2sc3c(c2C(N)=O)CCCC3)cc1OC	?	0
25	COc1ccc(-n2c(=O)c(C)nc3cnc(Nc4ccccc4)nc32)cc1	18%	1
26	C=CC[C@@H]1C=C[C@H](O/N=C(\C)CCN2CCCCc3nc(C)c(C)cc32)[C@H](CO)O1	2%[11.7 µM]	1
27	CC(Nc1oc(-c2ccccc2)nc1-c1ccccc1)c1ccccc1 (centres undefined)	3%&6%	1&1
28	CC(C)(C)OC(=O)NCCCC1=CC2=CC(=O)C(C)(OC(=O)c3cnc4ccccc4n3)C(=O)C2=CO1 (centres undefined)	?	-5
29	COc1ncc2nc(-c3ccccc3)c(=O)n(-c3ccccc3)c2n1	4%	3
30	Cc1noc(C)c1C(=O)N1CCC2(CCN(C(=O)NC(C)C)CC2)CC1	-10%	5

Single records, from the list above. Order of values: Menin MLL FP TR	FBPA coupling cs
`C=CC[C@@H]1C=C[C@H](O/N=C(\C)CCN2CCCCc3nc(C)c(C)cc32)[C@H](CO)O1` as listed: 2%[11.7 µM]	1
`CCC12C=C(/C=C/c3ccccc3)C(CC)(C1)C(c1ccccc1)CC2=O` (centres undefined) as listed: 3%[11.7 µM]	1

Later entries.
item	Compound	Menin MLL FP TR	FBPA coupling cs
31	COc1ccc(COC(=O)N/N=C2/C[C@@H](O)[C@@H](O)[C@@H]3[C@@H]4C(=O)N([C@@H](C)c5ccccc5)C(=O)[C@H]4CC[C@@H]23)cc1	-1%[11.7 µM]	1
32	CC[C@H]1OC(=O)[C@H](C)[C@@H](O[C@H]2C[C@@](C)(OC)[C@@H](O)[C@H](C)O2)C(C)[C@@H](O[C@@H]2O[C@H](C)C[C@H](N(C)C)[C@@H]2O)[C@](C)(OC)C[C@@H](C)C(=O)[C@H](C)[C@@H](O)[C@]1(C)O (some centres undefined)	7%	0
33	CCC(=O)OC1C2CC3=C4CC(=O)OC(c5ccoc5)[C@]4(C)CCC3[C@@](C)(C2=O)C(CC(=O)OC)C1(C)C (some centres undefined)	?	0
34	CCCCC/C=C\C/C=C\CCCCCCCC(=O)O	-6%&5%	0
35	C=CCOC(=O)N[C@@H](CCc1ccccc1)C(C(C)=O)C(C)=O	11%	-1
36	C=C1CCC2[C@](C)(CO)C(O)CC[C@]2(C)C1C/C=C1/C(=O)OCC1O (some centres undefined)	-17%	4
37	CC1(C)OC2CO[C@]3(COS(N)(=O)=O)OC(C)(C)OC3C2O1 (some centres undefined)	-11%	2
38	O=C1C=CC2(OCCCO2)C(Br)=C1CO	-17%	1
39	CC[C@@H]1O[C@]2(C=C[C@@H]1C)C[C@H]1C[C@H](CC=C(C)[C@@H](O[C@@H]3C[C@H](OC)[C@H](O[C@@H]4C[C@H](OC)[C@H](O)[C@H](C)O4)[C@H](C)O3)[C@@H](C)C=CC=C3CO[C@@H]4[C@@H](O)C(C)=C[C@@H](C(=O)O1)[C@]34O)O2	?	-2
40	COc1ccc(NC(=O)N2CCCC3(CCN(S(C)(=O)=O)CC3)C2)cc1	-14%	-2
41	COc1ccc(NC(=O)N2CC3(CCN(C(=O)c4cnccn4)CC3)C2)cc1	8%	2
42	CC(=O)OC[C@@H]1O[C@@H](O/N=C2/C[C@@H](O)[C@@H](O)[C@@H]3[C@@H]4C(=O)N(C5CCCCC5)C(=O)[C@H]4CC[C@@H]23)[C@H](OC(C)=O)[C@H](OC(C)=O)[C@@H]1OC(C)=O	4%[11.7 µM]	2
43	COc1ccccc1CN1CC[C@@]2(CCCN(C(=O)c3cc(C(F)(F)F)cc(C(F)(F)F)c3)C2)C1	-11%	-1
44	CC1(C)[C@@H](O)CC[C@]2(C)C3C(=O)C=C4C5C[C@@](C)(C(=O)O)CC[C@]5(C)CC[C@@]4(C)[C@]3(C)CC[C@@H]12 (some centres undefined)	2%[24.8 µM]	14
45	O=C(c1ccco1)N1CCC2(CCCN(c3ccccn3)C2)CC1	1%	2
46	FC(F)(F)c1ccccc1-c1cncnc1Nc1ccccc1	-14%	1
47	CO[C@@H]1[C@@H](OC(N)=O)[C@@H](O)[C@H](Oc2ccc3c(O)c(NC(=O)c4ccc(O)c(CC=C(C)C)c4)c(=O)oc3c2C)OC1(C)C	6%	5
48	O=c1c(CCc2ccccc2)nc2cnc(N3CCNCC3)nc2n1-c1ccccc1	12%	1
49	CN(C)c1ccc(C(=C2C=CC(=[N+](C)C)C=C2)c2ccc(N(C)C)cc2)cc1	?	-58*
50	O=C(c1csnn1)N1CCC2(CCCN(c3ncccn3)C2)CC1	-6%	2
51	CS(=O)(=O)N1CCC2(CC1)CN(c1ccccn1)C2	15%	4
52	COc1ccccc1CNc1nc(-c2ccc(C(=O)N(C)C)cc2)nc2ccccc12	17%	7
53	CN(C)Cc1ccccc1-c1nccc(N(C)C)n1	-16%	-4
54	COc1ccc(CNc2ncnc3ccc(-c4cccc(C#N)c4)cc23)c(OC)c1	3%	-2
55	CCCCCCCCC#CCC#CCC#CCCCC(=O)O	16%	1
56	CN(C)Cc1ccccc1-c1nc(N(C)Cc2ccco2)c2ccccc2n1	-24%	-2
57	CCOC(=O)[C@]1(C(NC(=O)OC)c2cccc(F)c2)CCCC1=O (some centres undefined)	?	-1
58	CCCCCCCCCCCCCCCC(=O)O[C@H](CC(=O)O)C[N+](C)(C)C	-21%[24.8 µM]	4
59	C=C1CCC(OC(C)=O)/C(C)=C/CC2[C@H]1CC2(C)C (some centres undefined)	-8%	1
60	CC(=O)O[C@@]1(C(C)=O)CCC2C3CC(C)C4=CC(=O)CC[C@@]4(C)C3CC[C@]21C (some centres undefined)	-12%	0

Reprinted from the part before: 7 compounds, followed by the next part.
item	Compound	Menin MLL FP TR	FBPA coupling cs
54	COc1ccc(CNc2ncnc3ccc(-c4cccc(C#N)c4)cc23)c(OC)c1	3%	-2
55	CCCCCCCCC#CCC#CCC#CCCCC(=O)O	16%	1
56	CN(C)Cc1ccccc1-c1nc(N(C)Cc2ccco2)c2ccccc2n1	-24%	-2
57	CCOC(=O)[C@]1(C(NC(=O)OC)c2cccc(F)c2)CCCC1=O (some centres undefined)	?	-1
58	CCCCCCCCCCCCCCCC(=O)O[C@H](CC(=O)O)C[N+](C)(C)C	-21%[24.8 µM]	4
59	C=C1CCC(OC(C)=O)/C(C)=C/CC2[C@H]1CC2(C)C (some centres undefined)	-8%	1
60	CC(=O)O[C@@]1(C(C)=O)CCC2C3CC(C)C4=CC(=O)CC[C@@]4(C)C3CC[C@]21C (some centres undefined)	-12%	0
61	N#Cc1cccc(-c2nc(NCc3cccnc3)c3ccccc3n2)c1	?	-3
62	CCCCCCCCCCCCC[N+](C)(C)Cc1ccccc1	?	6
63	C=C[C@H](N)CCC(=O)O	0%&-8%[24.8 µM]	0&4
64	COc1ccc2c(c1)c(CC(=O)N1CCOCC1)c(C)n2C(=O)c1ccc(Cl)cc1	?	1&3
65	CCOC(=O)CNc1oc(-c2ccccc2)nc1-c1ccccc1	1%	3
66	CC1CCC(C(=O)O)NC1c1ccc(-c2ccco2)cc1 (centres undefined)	3%[11.7 µM]	-6
67	C=C(C)CC(C)(C)C	-11%	1
68	CC(=O)O[C@](C)(CCC=C(C)C)C1CC=C(C)CC1 (some centres undefined)	1%	3
69	C[C@]12CCC(=O)C=C1CCC1C2C(=O)C[C@]2(C)C1CC[C@]2(O)C(=O)CO (some centres undefined)	-9%	3
70	O=c1ccc2ccccc2[nH]1	4%	-7
71	COc1ccccc1CNc1ccnc(-c2cccc(NS(C)(=O)=O)c2)n1	?	-1
72	CC(=O)Oc1ccc2c(c1)CCC1C2CC[C@@]2(C)C1CC(OC(C)=O)C2OC(C)=O (some centres undefined)	-12%	5

Retrieved by compound from above (2):
item	Compound	Menin MLL FP TR	FBPA coupling cs
61	N#Cc1cccc(-c2nc(NCc3cccnc3)c3ccccc3n2)c1	?	-3
70	O=c1ccc2ccccc2[nH]1	4%	-7
